Screening results from PubChem BioAssay.
Cneo AK release – Cryptococcus neoformans cell lysis inducers, primary screen, AK release luminescence, single concentration | lysis activity, % at 15 µM | C. neoformans lysis, adenylate kinase release luminescence, 4 h; normalised: neutral wells 0, clomiphene wells 100 | 360,000 compounds, 0.2% hits;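 active = mean lysis activity across replicates of at least 80%, whatever share of replicates individually reach that level; inactive = mean lysis activity below 80%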
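Test system: log-phase Cryptococcus neoformans yeast cells; Quantity: yeast cell density of 5 × 10^6 cells/mL; Buffer or medium: YPD; Doses: single compound concentration per well; Timing: 4 h at 37 °C static, read 1 h later; Measured by: AK luminescence; Read-out basis: lysis from increased AK signal; Control set: Clomiphene as positive control.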
Statin myotox sup – suppressors of statin myotoxicity in C2C12 myotubes, primary screen, cell-based, single point, plate reader. C2C12 myotubes + simvastatin, ATP luminescence, 48 h; scaled: DMSO 0, geranylgeraniol control 100. rescue of ATP level, % at 7.49 µM. 330,000 compounds, 0.78% hits;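 active = mean ATP rescue above about 67%, or every replicate alone reaching that limit, limit read from the data, passing the limit was not always enough; inconclusive = no clear call, values can overlap the other calls; inactive = mean under the limit and some replicate under it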;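 note: myotubes were challenged with 10 µM simvastatin during compound exposure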
FN deposit inh – inhibitors of fibronectin matrix deposition, primary screen, AH1F cells, Alexa488-fibronectin fluorescence, plate reader | AH1F fibroblasts, overnight | inhibition, % at 12.6 µM | 350,000 compounds, 0.086% hits | AID 743247, 2014;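 active = mean inhibition across replicates of 30% or more, regardless of how many single replicates reach that level; inconclusive = mean under 30% yet at least half of replicates reach 30%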;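 note: positive control wells lacked labelled fibronectin entirely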
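Material: AH1F fibroblast monolayer depositing Alexa488-labelled fibronectin into matrix | Input: 10000 AH1F cells/well | Medium: DMEM plus 2% serum, read in PBS | Reagent: Alexa488-fibronectin, 24 nM final in well | Compound dosing: One dose per compound, pinned | Schedule: 1 h adhesion, overnight exposure | Measured by: Fluorescence at 485 nm excitation, 525 nm emission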
CFTR F508del cor – F508del CFTR correction, initial screen, CFBE line, single point. CFBE cells, YFP halide quenching; stimulated with forskolin plus potentiator P3; % fluorescence drop versus neutral controls. activity (quench increase), % at 7.58 µM. 350,000 compounds, 0.36% hits. AID 720511, 2013;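 active = mean added fluorescence quench of at least 8% versus neutral control, with both replicates also reaching 8%; inconclusive = only one of the mean or replicate conditions met; inactive = mean below 8% and not both replicates reaching 8%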;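 note: cells transiently co-express mutant CFTR-F508del with the halide-sensitive YFP; corrector assay measuring rescue of mutant channel to the surface after 24 h compound exposure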
INS-1E GSIS act – GLuc luminescence reporter in INS-1E cells, primary screen for activators of glucose-dependent secretion of insulin; 370,000 compounds, 0.61% hits; AID 743287, 2014; activation, % at 16.6 µM; INS-1E GLuc reporter insulin secretion, 2-3 h;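 active = lowest replicate activation of at least 40%, so every replicate reaches that level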;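 note: 0% = median of neutral control wells and 100% = median of IBMX positive control wells; some compounds called inactive have numbers as strong as hits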
PGC1a acetyl inh – inhibitors of PGC1a acetylation signal, primary screen, cell-based, U2OS, AlphaScreen, inhibitor mode; AlphaScreen anti-acetyl-lysine; with virally co-expressed GCN5 acetyltransferase; inhibition, % at 15.6 µM; 350,000 compounds, 0.17% hits;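 active = every replicate shows inhibition of at least 40%; inconclusive = mean inhibition at least 40% but some replicate below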;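 note: 0% = neutral control wells and 100% = positive control wells; some results beyond the cut were filed as inactive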
miR122 inh – miR-122 Renilla sensor signal increase in Huh7, primary screen, miR-122 inhibitor project, cell-based, single point, plate reader | activation (reporter increase), % at 12.5 µM | 340,000 compounds, 0.3% hits | Huh7 miR-122 Renilla luciferase sensor, 48 h; neutral wells = 0, positive control = 100 | AID 602342, 2012;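 active = mean replicate activation score at least 90 and every replicate individually at or above 90; inconclusive = only one of the two criteria met; inactive = neither criterion met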;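 note: higher luciferase means less miR-122 activity so hits act as miR-122 inhibitors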
PglD inh – C. jejuni PglD acetyltransferase inhibitors, primary screen, biochemical, DTNB colorimetric, single point; UDP-N-acetylbacillosamine N-acetyltransferase PglD (Campylobacter jejuni); purified PglD enzyme, DTNB colorimetric CoA detection; inhibition, % at 12.5 µM; 360,000 compounds, 0.098% hits; AID 602405, 2012; in the data active = inhibition above about 16%, passing the limit was not always enough; inconclusive = no clear call, values can overlap the other calls; note: strong numbers were not always called active
* = called active by the depositor; ? = inconclusive; / = not tested or not shown; & = joins results of further samples; [ ] = another dose, or the depositor's remark.

SMILES	Cneo AK release	Statin myotox sup	FN deposit inh	CFTR F508del cor	INS-1E GSIS act	PGC1a acetyl inh	miR122 inh	PglD inh
O=C(CSc1nc(-c2ccccc2)cc(C(F)(F)F)n1)N1CCOCC1	2	-13	8	/	/	3	-3	1
O=c1c2ccccc2sc2nc(CCl)nn12	/	4	4	3.8	-15	/	1	/
Cc1ccc(CNC(=O)/C=C/c2ccc(S(=O)(=O)NCc3ccco3)cc2)cc1	1	/	-18	0.9	-22	/	-1	2
COc1ccc(OCC(O)CN2CCN(c3ccc(Cl)cc3)CC2)cc1 (stereo not drawn)	1	10	1	-2.8	8	-12	1	-1
CC(=O)Nc1ccc(C(F)(F)F)cc1Cl	-3	2	-1	2.1	/	5	/	-1
CCCNC(=O)N(C)C[C@@H]1Oc2cc(C#CC(C)C)ccc2S(=O)(=O)N([C@H](C)CO)C[C@@H]1C	5	41	2	-0.4	-10	47	6[16.7 µM]	7
COCC(=O)N1C[C@H]2[C@@H](c3ccccc31)[C@H](CO)N2Cc1ccccc1	-7	30	/	1.4	12	-3	14[16.7 µM]	4
O=C(Cc1ccccn1)N[C@H]1CC[C@@H](CC(=O)N2CCCCC2)O[C@H]1CO	1	-6	-11	2.0	-2	-14	/	7
CC1CCCN(C(=O)COc2ccc(NC(=O)c3cccs3)cc2)C1 (stereo not drawn)	/	-3	0	1.0	-1	-3	/	/
O=C(CN1CCOCC1)NN=Cc1ccc([N+](=O)[O-])o1	-3	13	/	-4.4	5	-6	-3	-2
O=C(CN1CCN(S(=O)(=O)N2CCOCC2)CC1)Nc1cc(Cl)cc(Cl)c1	0	-16	-1	-1.2	8	/	/	2
COC(=O)c1c(C)[nH]c(C(=O)NCc2ccco2)c1C	4	2	-9	-4.7	2	-7	4	0
COc1ccc(C(=O)Nn2c(SCC(=O)NC3CCCC3)nc3ccccc3c2=O)cc1	-3	-14	8	/	/	15	-2	-3
Cc1ccccc1/C=C1\Sc2ccc(C(=O)N3CCN(c4ccccn4)CC3)cc2N(C)C1=O	4	10	/	/	/	5	-1	-3
COc1ccc(-n2c(C)nn(C)c2=O)c(OC)c1	0	0	/	/	/	7	-1	0
c1ccc(-c2ccc(C(c3ccccc3)n3ccnc3)cc2)cc1 (stereo not drawn)	5	5	-1	-1.4	/	9	4	2
COc1c(F)c(F)c(C(=O)Nc2ccc(-c3nc4ccccc4[nH]3)cc2)c(F)c1F	/	-69	8	-0.4	7	/	-1	/
CCN(C(=O)CSc1nc2ccccc2c(=O)n1C(C)COC)C1CCS(=O)(=O)C1 (stereo not drawn)	1	-3	2	-2.3	27	/	-3	-2
CCN(CC)S(=O)(=O)c1ccc(Cl)c(NC(=O)CSc2nnc(-c3cccs3)o2)c1	1	/	-2	/	-6	3	-2	2
CCCC(=O)N1CCN(S(=O)(=O)c2cc(Cl)ccc2OC)CC1	3	0	/	/	/	1	11	7
COCCNC(=O)C[C@@H]1C[C@@H]2c3cc(NC(=O)Nc4ccc(C(F)(F)F)cc4)ccc3O[C@@H]2[C@@H](CO)O1	49	-3	/	-6.2	9	2	3[16.7 µM]	0
Cc1cc2oc3ccc(NCCC4CCCN4C)cc3c(=O)c2cc1C (stereo not drawn)	0	-212	-1	3.8	-4	-1	3	-1
CCN(CC)C(=O)c1ccc2sc([C@H]3C[C@H](O)[C@@H](CO)O3)nc2c1	2	3	4	-0.2	15	3	2	-5
CO[C@H]1CN(C)C(=O)c2cccc(C#N)c2OCC[C@H]2CC[C@@H](OC)[C@H](CN(C)C(=O)[C@@H]1C)O2	1	-7	2	/	4	/	/	2
CSc1ccc(NC(=O)C(C)N2CCN(C)CC2)cc1 (stereo not drawn)	0	-5	3	-4.3	19	-2	/	-2
C[C@H]1CN([C@@H](C)CO)C(=O)Cc2cc(N(C)C)ccc2O[C@H]1CN(C)Cc1ccc(Oc2ccccc2)cc1	-8	-83	/	-0.7	-7	2	-6[16.7 µM]	3
O=C(Cc1ccc(NC(=O)C2CCN(C(=O)C3CCCC3)CC2)cc1)Nc1cccc(C(=O)N2CCCCC2)c1	2	-3	5	3.0	-11	1	-2	-8
Cc1cc(OCc2nc(-c3ccc(NC(=O)c4cccnc4)cc3)no2)ccc1Cl	-2	-42	/	/	/	-48	1	4
Cc1c(NC(=O)c2cccc(NC(=O)COc3ccccc3)c2)c(=O)n(-c2ccccc2)n1C	0	12	12	-5.3	6	5	-10	-1
CC(C)COc1ccc(C(=O)NC(Cc2c[nH]c3ccccc23)C(=O)NN)cc1 (stereo not drawn)	/	-15	-4	/	7	4	/	/
CC(C)OC(=O)CSc1nnc(-c2ccc([N+](=O)[O-])cc2)o1	2	-3	/	0.1	-6	/	-16	-2
C[C@H](CO)N1C[C@H](C)[C@H](CN(C)C(=O)Nc2cccc3ccccc23)Oc2ccc(NC(=O)Cn3cnnn3)cc2C1=O	-1	?	/	2.2	16	-5	-15[16.7 µM]	4
CCCNC(=O)[C@H]1[C@H](CO)[C@H]2Cn3c(ccc(-c4cccnc4)c3=O)[C@@H]1N2C(=O)Nc1ccccc1	2	-6	/	-3.1	-1	/	2[16.7 µM]	-2
Cn1cc(CC(=O)Nc2cccc(C#N)c2)c2ccccc21	0	-2	/	/	/	-6	138*	20
COCCNC(=S)N(CCc1c(C)[nH]c2ccc(Cl)cc12)Cc1cccs1	-1	-21	20	0.5	-19	-13	13	1
COc1ccc(C(=O)c2cnc[nH]2)cc1	0	/	7	-0.2	9	5	-10	-2
O=C(O)C1=CC[C@@H](c2ccc(Cl)cc2)N(S(=O)(=O)c2ccc(Cl)cc2)[C@H]1c1ccccc1	-1	7	3	-0.7	-20	-3	4	2
O=C(NCC1CCCO1)c1cc2cc(Cl)ccc2[nH]1 (stereo not drawn)	2	1	-2	-3.4	-6	6	2	0
O=C(C[C@H]1C[C@@H]2c3cc(NC(=O)NC4CCCC4)ccc3O[C@@H]2[C@H](CO)O1)NCc1cc(F)ccc1F	-2	-2	-7	-3.5	1	6	-1[16.7 µM]	7
Oc1ccc(Br)cc1/C=N/N1CCN(Cc2cccc3ccccc23)CC1	/	/	-15	-1.0	15	-1	/	/
COc1cc(CC(=O)NCC2COc3ccccc3O2)cc(OC)c1OC (stereo not drawn)	/	/	-18	-0.7	12	-11	2	/
O=C(C[C@@H]1CC[C@@H]2[C@H](COC[C@@H](O)CN2Cc2ccc(F)cc2)O1)NCc1ccccc1Cl	0	17	9	1.2	-24	-11	-7[16.7 µM]	1
CCCC#Cc1ccc2c(c1)O[C@H](CN(C)Cc1ccncc1)[C@H](C)CN([C@@H](C)CO)S2(=O)=O	-8	-33	/	-0.5	-30	-12	9[16.7 µM]	0
COc1ccc(C(OC(=O)c2ccco2)C(=O)NC2CCCC2)cc1OC (stereo not drawn)	-3	57	1	-1.7	14	6	-4	-2
Cc1c(OC(C)C(=O)O)ccc2c(-c3ccccc3)cc(=O)oc12 (stereo not drawn)	-1	-8	-2	-1.9	28	5	-5	1
C[C@H](CO)N1C[C@H](C)[C@@H](CN(C)C(=O)Nc2ccccc2)Oc2ccc(NS(=O)(=O)c3ccc(Cl)cc3)cc2CC1=O	0	4	/	0.2	-2	3	-4[16.7 µM]	-2
COc1ccc(S(=O)(=O)N(C)C[C@H]2OCc3cn(nn3)CCCC(=O)N([C@H](C)CO)C[C@@H]2C)cc1	0&-3&-9	3&-5&7	-5&-4	-2.8&-0.5&2.4	7&5	7&-4&-4	-6	-5&0&1
Cc1cn([C@H]2C[C@H](O)[C@@H](CCC(=O)NCc3ccc(N(C)C)cc3)O2)c(=O)[nH]c1=O	4	3	-5	-1.8	4	7	-1	-1
CN1C(C(=O)N2CCc3ccccc3C2)=CC(c2ccc(F)cc2)=NS1(=O)=O	2	38	-3	2.4	23	1	3	3
Cc1ccc(S(=O)(=O)N(C)CC(=O)OCC(=O)c2ccc3c(c2)NC(=O)CO3)cc1	-1	-58	2	-2.5	1	-1	-6	-2
COC(=O)C/C(C)=N/Nc1ccc(S(=O)(=O)N2CCCC2)cc1[N+](=O)[O-]	1	/	-9	/	6	4	6	2
COc1ccc(CN(C)C[C@@H]2Oc3ccc(NC(=O)NC(C)C)cc3CC(=O)N([C@@H](C)CO)C[C@@H]2C)cc1	6	4	/	1.4	2	-8	9[16.7 µM]	-2
CCOC(=O)C(C)c1n[nH]c(=O)c2ccccc12 (stereo not drawn)	1	5	3	/	/	1	-2	4
Cc1ccccc1S(=O)(=O)N1CCCCN2[C@H](CO)[C@H](c3ccc(-c4cncnc4)cc3)[C@@H]2C1	0	/	/	-0.2	20	2	2[16.7 µM]	-4
COc1ccccc1-c1sc2cc3c(cc2c1-c1ccc(OCCN2CCOCC2)cc1)OCO3	2	1	/	/	/	-6	0	-5
Cc1ccc(C)c(NC(=S)N2C3CCCC2CC(NC(=O)C2CC2)C3)c1 (stereo not drawn)	0	-28	3	-0.9	-1	10	-1	-5
CCOC(=O)C1=C(COC(=O)c2ccc([N+](=O)[O-])s2)NC(=O)NC1C (stereo not drawn)	-2	6	-12	2.6	5	9	-11	7
Cc1ccc(NC(=O)CN(C)C(=O)c2cc3c(s2)CCCCC3)cc1	0	-25	2	-4.4	-13	4	18	-1
COC(=O)c1ccccc1-c1ccc(/C=N/NC(=O)c2cc3ccccc3o2)o1	2	3	/	/	-12	-5	4	1
Cn1cnnc1SCC(=O)Nc1ccc2nc(SCc3ccccc3Cl)sc2c1	2	6	-2	/	-15	0	-10	3

Next part:
SMILES	Cneo AK release	Statin myotox sup	FN deposit inh	CFTR F508del cor	INS-1E GSIS act	PGC1a acetyl inh	miR122 inh	PglD inh
O=C(C[C@@H]1C[C@H]2c3cc(NC(=O)C4CCOCC4)ccc3O[C@H]2[C@H](CO)O1)NCc1ccccc1	65	-1	-1	-1.3	-1	-2	3[16.7 µM]	-1
N#Cc1cc2c(=O)n3ccccc3nc2n(CCCn2ccnc2)c1=N	1	11	-6	/	/	3	-1	2
O=C(COC(=O)Cc1ccc(Cl)c(Cl)c1)NCc1ccco1	/	/	-5	2.7	-4	-9	-5	/
Cc1ccc(CN2CCSCC2)cc1	1	-2	6	0.5	4	14	4	-6
